Source: PubChem (NCI)
NCI-60 one-dose screen, 48 h, at 10 µM unless noted. Numbers give growth in % (100 = growth as untreated, 0 = no growth, -100 = all killed).
NCI-H322M: NCI-H322M lung cancer | actives 2.7% (n = 80,000)
NCI/ADR-RES: NCI/ADR-RES ovarian cells. actives 4.4% (n = 81,000). AID 1794790
NCI-H23: NCI-H23 lung cancer; actives 4% (n = 80,000)
NCI-H460: NCI-H460 lung cancer; actives 6.8% (n = 82,000)
KM12: KM12 colon cancer cells; actives 5% (n = 82,000); AID 1794800
NCI-H522: NCI-H522 lung cancer | actives 8% (n = 78,000) | AID 1794739
IGROV1: IGROV1 ovarian cancer | AID 1794786 | actives 4.7% (n = 79,000)
NCI-H226: NCI-H226 lung cancer | actives 3.5% (n = 79,000)
COLO 205: COLO 205 colon cancer; actives 7.3% (n = 79,000)
An asterisk follows results filed as active; x = no result given; & = joins results of further samples. The calls were made as follows: active = growth percent below 10; inactive = the rest. Compounds were not picked by outcome. About 12% of those tested had a hit in this group.

SMILES | NCI-H322M | NCI/ADR-RES | NCI-H23 | NCI-H460 | KM12 | NCI-H522 | IGROV1 | NCI-H226 | COLO 205
O=C1c2ccccc2C(=O)N1CN1CCC(CCCC2CCN(CN3C(=O)c4ccccc4C3=O)CC2)CC1 | x | 131 | 109 | 102 | 102 | 103 | x | 96 | 112
O=[N+]([O-])c1ccc(C(Br)c2ccc([N+](=O)[O-])cc2)cc1 | 114 | 91 | 80 | 102 | 60 | -40* | -53* | 100 | 88
COc1ccc(/C=N\NC(=O)CN2CCN(c3cc4c(cc3F)c(=O)c(C(=O)N/N=C/c3ccc(OC)cc3)cn4C3CC3)CC2)cc1 | 92 | 88 | 96 | 86 | 90 | 74 | 72 | 86 | 97
O=c1oc2ccccc2cc1-c1nn(-c2ccccc2)cc1/C=N/Nc1nc(-c2ccccc2)c(N=Nc2ccccc2)s1 | 105 | 64 | 88 | 73 | 45 | 41 | 82 | 100 | 73
Cc1ccccc1C(N)=O | 103 | 100 | 103 | 110 | 103 | 115 | 108 | 96 | 113
COc1ccc(/C=C2/N=C3N(N=C(N)N3c3ccccc3)C2=O)cc1 | 100 | 103 | 95 | 100 | 103 | 97 | 101 | 92 | 110
COc1cc2cc3c(=O)n4c(cc5cc(Cl)ncc54)c(=O)n3c2cn1 | 96 | 101 | 97 | 110 | 100 | 92 | 111 | x | 109
N/C(=N\C(N)=N\c1nc2ccccc2s1)c1ccccc1F | 98 | 89 | 80 | 98 | 99 | 96 | 90 | 96 | 114
c1ccc(-n2ncc3c(-n4cncn4)ncnc32)cc1 | 89 | 99 | 93 | 103 | 102 | 86 | 100 | 94 | 112
O=S(=O)(O)c1cccc2c(N=Nc3ccc(N=Nc4ccc(Nc5ccccc5)c5c(S(=O)(=O)O)cccc45)c4ccccc34)cccc12 | 97&76 | 98&82 | 96&72 | 107&91 | 107&58 | 95&76 | 83&51 | 116&95 | 105&90
N#Cc1cnn(C(=O)CSc2nnc3sc4ccccc4n23)c1N | 104 | 104 | 104 | 101 | 109 | 106 | 105 | 96 | 106
CC1=NC(c2ccc(Cl)cc2)C2=C(N1)/C(=C/c1ccc(Cl)cc1)CCC2 (stereo not drawn) | 95 | 98 | 82 | 99 | 38 | 99 | 99 | 113 | 99
Brc1ccc2[nH]cc(-c3nn4cc(-c5nccs5)nc4s3)c2c1 | 52 | 16 | 31 | -45* | 21 | 68 | 32 | 51 | 11
O=C(NO)c1ccc(CN2CC(=O)N(Cc3ccccc3)[C@H](Cc3ccccc3)C2=O)cc1 | 89 | 95 | 87 | 82 | 87 | 70 | 89 | x | x
N/N=C1/C(=O)c2cccc3cccc1c23 | 93 | 117 | 109 | 101 | 106 | x | 97 | 86 | 96
O=C(O)CC1CC(O)CCC1=O (stereo not drawn) | 108 | 109 | 112 | 106 | 118 | x | 113 | 104 | 117
CCOC(=O)c1cc(C(=O)c2ccccc2)n2c1ccc1c3ncccc3ccc12 | 89 | 98 | 102 | 108 | 96 | 89 | 89 | 108 | 103
CCN1C(=O)N(CC)C2C1NN=c1s/c(=C\c3cccc([N+](=O)[O-])c3)c(=O)n12 (stereo not drawn) | 45 | 9.2* | 36 | 5.1* | 12 | -4.9* | 23 | 58 | 1.2*
Cc1ccccc1OCc1cn(Cc2ccc(-c3ccccc3-c3nn[nH]n3)cc2)nn1 | 91 | 103 | 102 | 113 | 93 | 78 | 87 | 99 | 106
CCCCCNC(=O)c1cccc(NC(=O)CCl)c1 | 97 | 96 | 87 | 96 | 95 | 67 | 92 | 84 | 108
C=C1CC[C@@H]2[C@](C)(COC(C)=O)[C@@H](O)CC[C@@]2(C)[C@@H]1COc1ccc2ccc(=O)oc2c1 | 104 | 99 | 97 | 111 | 101 | 91 | 111 | 99 | 106
CCCCCCN(CCCCCC)CC(O)c1cccc2ccc(Cl)cc12 (stereo not drawn) | 66 | 67 | 39 | 44 | 45 | 38 | 41 | 86 | x
Cc1ccc(CC(C)C=O)cc1 (stereo not drawn) | 100 | 106 | 97 | 109 | 101 | 73 | 103 | 96 | 108
ClC(Cl)(Cl)C1OCCCO1 | x | 113 | x | 101 | 108 | 118 | 109 | 103 | 110
C#CCOc1ccc(/C=N/Nc2nc(-c3ccccc3)cs2)cc1OCC#C | 79 | 83 | 69 | 84 | 77 | 59 | 62 | 66 | 116
CC(C)CCC[C@@H](C)[C@H]1CCC2C3CCN4C(=O)CCC(=O)N4C3CC[C@@]21C (stereo partly drawn) | 117 | 95 | 87 | 107 | 88 | 80 | 88 | 90 | x
O=C1NC(=S)NC1(c1ccccc1)c1ccccc1 | x | x | x | 108 | 102 | 109 | x | 93 | 102
O=C(Cn1cc(COn2nnc3ccccc32)nn1)Nc1cc(F)ccc1F | 96 | 103 | x | 107 | 98 | 95 | 113 | 103 | 102
CCCCc1ccc(C(Cl)(c2ccccc2)c2ccccc2)cc1 | 112 | 98 | 91 | 135 | 101 | 91 | 121 | 102 | 122
NC(=O)c1cc(I)ccc1NC(=O)COc1ccccc1 | 48 | 4.3* | x | 6.3* | 20 | 0.7* | 44 | 64 | 12
c1ccc(C2=NCCCO2)cc1 | 116 | 110 | 106 | 115 | 102 | 91 | 112 | 96 | 104
C[n+]1c2ccccc2cc2oc3ccccc3c21 | 96 | 105 | 91 | 111 | 66 | 95 | 90 | 96 | 82
CC(C)C1(O)c2ccccc2Oc2ccccc21 | 100 | 105 | 98 | 109 | 104 | 98 | 106 | 82 | x
O=C(O)C(=O)C(O)C(O)C(O)CO (stereo not drawn) | 100 | 108 | 110 | 109 | 99 | 115 | 114 | 99 | 106
Cc1ccc2oc(=O)cc(/C=N\Nc3nc(-c4ccc(Cl)cc4Cl)cs3)c2c1 | 94 | 94 | 94 | 91 | 96 | 81 | 96 | 88 | 104
CC1=CC(C)(C)NC(=S)N1c1cccc2cc(S(=O)(=O)O)ccc12 | 131 | 102 | 93 | 106 | 108 | 109 | 100 | 96 | 126
Nc1c(C(=O)O)cc(Cl)cc1[N+](=O)[O-] | 103 | 98 | 91 | 108 | 105 | 98 | 100 | 96 | 115
COc1cccc(NC(=O)c2sc3nc4c(cc3c2N)CCCC4)c1 | 39 | -12* | 32 | 12 | 23 | 4.3* | 37 | 57 | 49
COCC(CN(C)C)OC(=O)c1ccc([N+](=O)[O-])cc1 (stereo not drawn) | 95 | 106 | 102 | 102 | 100 | 105 | 107 | 99 | 112
Cc1ccc(Oc2nc(SCC(=O)Nc3nc4ccc(C)cc4s3)nc(-c3ccccc3)c2C#N)cc1 | 86 | 99 | 92 | 93 | 92 | 82 | 62 | 86 | 114
O=C1CCS(=O)(=O)c2ccccc21 | 93 | 104 | 99 | 101 | 109 | 80 | 98 | 108 | 99
CCOC(=O)/C(C#N)=C/c1cccc(C)c1 | 95 | 97 | 100 | 103 | 103 | x | x | 109 | 119
Cc1cccc(-c2nc(Nc3ccc4ncsc4c3)c3ccccc3n2)n1 | 94 | 87 | 58 | 36 | 63 | 56 | 17 | 85 | 13
Cc1cc(NCCN2CCNCC2)n2c(nc3ccccc32)c1C#N | 98 | 112 | 105 | 105 | 99 | 86 | 105 | 91 | 76
c1ccc(-c2cc(-c3nn4c(-c5ccccc5)nnc4s3)c3ccccc3n2)cc1 | 90 | 85 | 88 | 91 | 82 | 52 | 87 | 91 | 105
CNC(=O)c1cc(N2CCc3cc(NC(=O)c4ccc(N5CCOCC5)c(C(F)(F)F)c4)ccc32)ccn1 | 96 | 65 | x | 68 | x | 74 | 91 | 74 | 61
C/C1=C\CC[C@@]2(C)O[C@@H]2C[C@H]2C(CSc3ccccc3)C(=O)O[C@H]2[C@H](O)[C@@H](C)CCC1 (stereo partly drawn) | 91 | 115 | 125 | 98 | 108 | 39 | x | 87 | 113
CCN(CC)CCCC(C)Nc1nncc2ccccc12 (stereo not drawn) | 102 | 98 | 104 | 105 | 101 | 91 | 103 | 94 | 118
O=C1c2c(O)cc(O)cc2-c2c(-c3ccc(O)cc3)oc3cc(O)cc1c23 | 65 | 90 | 40 | 10 | 58 | 11 | 52 | 61 | 86
Cc1ncc(C#N)c(N)n1 | 89 | 100 | 99 | 102 | 104 | 102 | 106 | 95 | 107
C/C(=C\c1ccccc1)c1ccccn1 | 97 | 110 | 107 | 105 | 95 | 109 | 109 | 91 | 114
COCCOCCOC(=O)c1ccc(C(C)C)cc1 | 93 | 94 | 100 | 104 | 97 | 98 | 99 | x | 113
CCOC(=O)CCC(=O)Oc1ccc2c(c1OC(=O)CCC(=O)OCC)C(=O)c1ccccc1C2=O | 103 | 87 | 95 | 108 | 104 | 71 | 113 | 108 | 112
Cc1nc(Sc2nc3ccc([N+](=O)[O-])cc3s2)sc1C | 89 | 17 | -4.0* | 12 | 37 | -48* | 32 | 2.4* | 27
CCCN(CCC)C(=O)C(c1ccccc1)C1(O)CCCCC1 (stereo not drawn) | 127 | 101 | 97 | 111 | 105 | 95 | 104 | 102 | 97
O=C(O)COc1cccc(C(=O)/C=C/c2ccc(F)cc2)c1 | 92 | 106 | x | 104 | 98 | 101 | 107 | 103 | 108
CCn1cc(C(=O)NN2C(=O)C=CC2=O)c(=O)c2ccc(C)nc21 | 84 | 109 | 107 | 105 | 102 | 91 | 96 | 102 | 114
C=Cc1c(C)c2cc3[nH]c(cc4nc(cc5nc(cc1[nH]2)C(C)=C5CCC(=O)OCC)C(CCC(=O)OCC)=C4C)c(C)c3C=C | 103 | 100 | 92 | 104 | 100 | 111 | 102 | 95 | 109
Clc1ncc(Br)c(NC2CCCCCC2)n1 | 106 | 107 | 101 | 106 | 107 | 116 | 107 | 97 | 127
O=C(Cn1c(-c2cncs2)nc2ccccc21)Nc1ccc(F)cc1F | 109 | 91 | 94 | 98 | 105 | 91 | 109 | 100 | 109
Later entries:
SMILES | NCI-H322M | NCI/ADR-RES | NCI-H23 | NCI-H460 | KM12 | NCI-H522 | IGROV1 | NCI-H226 | COLO 205
Cc1cccc(C(=O)/C=C/c2c(Cl)nc3sccn23)c1 | 93 | 81 | 82 | 80 | 76 | 67 | 91 | 99 | 103
O=C(/C=C/c1cc(Br)cs1)CC(=O)/C=C/c1cc(Br)cs1 | 103 | 108 | 97 | 106 | 100 | 93 | 108 | x | x
C=CCOc1c(CCC)cc(C#N)cc1CCC | x | 101 | 101 | 106 | 103 | 89 | 101 | 103 | 109
O=C(Nc1cccc2c1CCCC2)c1cc2ccccc2cc1O | x | 12 | 3.4* | 27 | 50 | 19 | 32 | 35 | 92
CCOC(=O)c1ccc2nc(-c3c(C)nn(-c4ccccc4)c3N3CCOCC3)[nH]c2c1 | 102 | 96 | 95 | 97 | 97 | 87 | 81 | 73 | 114
COc1ccc(C(C)C(C)=O)cc1 (stereo not drawn) | 109 | 107 | 102 | 107 | 98 | 93 | 107 | 103 | 108
C#CCn1cc(/C=N/Nc2nc(-c3ccc(F)cc3)cs2)c2ccccc21 | 95 | 95 | 84 | 95 | 92 | 91 | 65 | 89 | 104
O=C(O)c1nnc(C(=O)O)nn1 | 107 | 106 | 107 | 106 | 101 | x | 104 | 108 | 102
COc1ccc(NC(=O)[C@H](C)N)cc1C(=O)Nc1cccc(-c2cc(=O)c3c(OC)c(OC)c(OC)cc3o2)c1 | 68 | 64 | 64 | 52 | 68 | 82 | 57 | 67 | 70
CN1C(=O)C2(NN=C(c3cccc4ccccc34)S2)c2ccccc21 (stereo not drawn) | 44 | 29 | 50 | 15 | 31 | 41 | 39 | 46 | 23
O=S(=O)(NCCCNc1nccc(-c2c(-c3cccc(F)c3)nc3occn23)n1)c1ccc(F)cc1 | 73 | 42 | 84 | 53 | 40 | 39 | 24 | 40 | 18
CC(C)Sc1nc(-c2ccc(Br)cc2)c(C#N)c(N2CCCCC2)n1 | 94 | 102 | 110 | 104 | 96 | 99 | 104 | 100 | 135
c1ccc(-c2ccc(-c3nccc4ccccc34)[nH]2)cc1 | 109 | 89 | 86 | 91 | 97 | 88 | 51 | 87 | 99
COc1ccc(C(=O)NC(c2ccccc2Cl)c2cc(Cl)c3cccnc3c2O)cc1 (stereo not drawn) | 82 | 82 | 83 | 87 | 86 | 61 | x | x | 89

Results in KM12 and NCI-H226, for six of the compounds above:
Structure | KM12 | NCI-H226
Cc1cccc(C(=O)/C=C/c2c(Cl)nc3sccn23)c1 | 76 | 99
O=C(/C=C/c1cc(Br)cs1)CC(=O)/C=C/c1cc(Br)cs1 | 100 | x
C=CCOc1c(CCC)cc(C#N)cc1CCC | 103 | 103
O=C(Nc1cccc2c1CCCC2)c1cc2ccccc2cc1O | 50 | 35
CCOC(=O)c1ccc2nc(-c3c(C)nn(-c4ccccc4)c3N3CCOCC3)[nH]c2c1 | 97 | 73
COc1ccc(C(C)C(C)=O)cc1 (stereo not drawn) | 98 | 103

2 entries picked at random from those above, as already listed:
SMILES | NCI-H322M | NCI/ADR-RES | NCI-H23 | NCI-H460 | KM12 | NCI-H522 | IGROV1 | NCI-H226 | COLO 205
CCOC(=O)CCC(=O)Oc1ccc2c(c1OC(=O)CCC(=O)OCC)C(=O)c1ccccc1C2=O | 103 | 87 | 95 | 108 | 104 | 71 | 113 | 108 | 112
CCCCc1ccc(C(Cl)(c2ccccc2)c2ccccc2)cc1 | 112 | 98 | 91 | 135 | 101 | 91 | 121 | 102 | 122
